IkB signaling – inhibitors of IkB signaling in ABC-DLBCL cells | Potency, µM (top dose mostly 57.1 µM), without a hit: at the top dose IkBa stabilization activation | AID 445 | 110,000 tested, 0.04% active | ABC-DLBCL IkBa-CBG/CBR dual luciferase ratio, 4 h; response scale: scaled: untreated 0%, proteasome inhibitor 100%; active = well fitted curve in the direction sought with a large enough effect in the signal ratio, not every such curve was filed as active; inconclusive = small, poorly fitted or top-dose-only effect, or a change in a side signal; the % refers to the signal ratio;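 note: the direction sought is a rising ratio; 0% = basal untreated cells and 100% = reference inhibitor full response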
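Curves were fitted separately to fusion (green), unfused (red) and ratio luminescence, then classed by r2, magnitude and activity. Cells: OCI-Ly3, 4 h compound plus doxycycline at 37C; 10 uM MG-132 defined full response.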
Imprint erasure – inducers of genomic imprint erasure in mouse ES cells; mouse ES Peg3-LacZ reporter, beta-gal luminescence, 40 h; Potency, µM (doses to about 60.7 µM), inactives show at the highest dose activity change, positive = activation, usual class: activators; 110,000 tested, 0.02% active; AID 1948;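 note: 0% = negative control wells on the plate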
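Gelatin-coated wells received 300 freshly trypsinized female ES cells with a Peg3LacZ-Neo reporter on the maternal allele, then incubated 40 hours at 37C. BetaGlo was added for 5 minutes at room temperature before a single luminescence read.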
p53ts 32C tox – cytotoxicity in p53ts cells at permissive temperature; H1299-p53A138V at 32C, ATP luminescence viability, 24 h; Potency, µM (doses to about 46.1 µM), for inactives: top-dose activity change, negative = cytotoxicity, actives largely listed as cytotoxic; 130,000 tested, 0.93% active;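 note: 0% = DMSO and -100% = full killing by reference compound; nearly all actives have a fitted effect of over 55% in size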
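H1299-p53 A138V cells (temperature-sensitive p53) exposed 24 h to up to 46 uM compound at 32C, where p53 is wild-type in conformation. Viability read as ATP luminescence and normalised to DMSO and 100 uM tamoxifen. AC50 fitted with the Hill equation.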
p53ts 39C tox – p53ts cell cytotoxicity, nonpermissive temperature. H1299-p53A138V viability at 39C, ATP luminescence, 24 h. 130,000 tested, 1.5% active. Potency, µM (doses to about 46.1 µM), without a hit: top-dose activity change, negative = cell killing, hits mostly cytotoxic; note: nearly all actives have a fitted effect of over 55% in size
* = called active by the depositor; ? = inconclusive; . = no result given; [ ] = remark or other dose. Unless noted, calls come from the whole dose curve; as a rule, active = well fitted curve in the direction sought with a large enough effect; inconclusive = small, poorly fitted or top-dose-only effect, or another doubt; inactive = no such curve, though single readings can be large; an effect the other way counts as inactive or inconclusive. Unless noted, % is set by controls: 0 for no effect and ±100 for the full control effect; potency is the fitted concentration of half-maximal effect. The order is random, and some 1.7% of all compounds hit somewhere here.

Sample of the layout:
mol	IkB signaling	Imprint erasure	p53ts 32C tox	p53ts 39C tox
COc1ccc(CCN2C(=O)CC(N3CCN(S(=O)(=O)c4ccccc4)CC3)C2=O)cc1 (stereo not drawn)	0.4%	-13.2%	2.8%	-5.2%
CC(C)CNC(=O)C1CC(=O)OC12CCCCC2 (stereo not drawn)	0.0%	-2.9%	1.6%	10.4%
COc1ccc(C(CNC(=O)c2oc3cc(C)c(Cl)cc3c2C)N2CCCCC2)cc1 (stereo not drawn)	?	-12.0%[10.9 µM]	-2.4%	-17.5%
CCCn1c(=O)c2sccc2n2c(CCCC(=O)Nc3ccccc3F)nnc12	?	-16.8%[10.9 µM]	-2.2%	7.9%

The list itself, previewed entries included:
mol	IkB signaling	Imprint erasure	p53ts 32C tox	p53ts 39C tox
COc1ccc(CCN2C(=O)CC(N3CCN(S(=O)(=O)c4ccccc4)CC3)C2=O)cc1 (stereo not drawn)	0.4%	-13.2%	2.8%	-5.2%
CC(C)CNC(=O)C1CC(=O)OC12CCCCC2 (stereo not drawn)	0.0%	-2.9%	1.6%	10.4%
COc1ccc(C(CNC(=O)c2oc3cc(C)c(Cl)cc3c2C)N2CCCCC2)cc1 (stereo not drawn)	?	-12.0%[10.9 µM]	-2.4%	-17.5%
CCCn1c(=O)c2sccc2n2c(CCCC(=O)Nc3ccccc3F)nnc12	?	-16.8%[10.9 µM]	-2.2%	7.9%
COc1cc2c(cc1OC)C(c1ccncc1)CC(=O)N2 (stereo not drawn)	1.8%	2.0%	-1.7%	-0.5%
O=S1(=O)CCN2C=C(Br)C=C(Br)C2=N1	0.7%	3.0%	1.4%	5.7%
O=C(CSc1nnnn1C1CCCCC1)N1CCc2ccccc21	1.1%	3.1%	3.0%	3.4%
COc1cccc(-c2nc(SCC(=O)NCC3CCCO3)c(-c3ccc(F)cc3)[nH]2)c1 (stereo not drawn)	4.0%	-1.6%[10.9 µM]	9.5%	35.6%[activator]
CCc1nnc(NC(=O)c2ccc3c(c2)C(=O)N(CC(C)C)C3=O)s1	.	.	15.7%	1.8%
O=C1C(C=NCc2ccco2)=C(O)c2ccccc21	?	-54.9%[inhibitor]	?	-28.6%
CCn1c(SCC(=O)Nc2ccccc2)nnc1C1CCCCC1	.	.	-7.8%	3.2%
Cc1ccc(C)c(N2CCN(C(=O)c3cccn3-c3nnc(N4CCCCC4)s3)CC2)c1	?	-13.9%[10.9 µM]	4.8%	4.6%
CC1CC(C)CN(c2oc(-c3ccco3)nc2C#N)C1 (stereo not drawn)	-1.5%	-13.0%	-2.7%	-6.5%
COc1cccc(CNC(=O)c2ccc3c(c2)c(C)c(C)n3Cc2ccccc2)c1OC	-0.7%	-12.1%[10.9 µM]	-14.0%	-7.8%
Cc1cc(C)nc(N2C(=O)CC(Cc3ccccc3)C2=O)n1 (stereo not drawn)	0.1%	-4.3%	-1.9%	5.3%
CCCOc1ccc(C2c3c(-c4ccccc4O)n[nH]c3C(=O)N2CCc2ccccc2)cc1OCC (stereo not drawn)	-1.2%	-5.7%[10.9 µM]	?	?
CCCOc1ccc(/C(O)=C2/C(=O)C(=O)N(CCCOC)C2c2ccncc2)cc1 (stereo not drawn)	0.3%	-1.9%	1.4%	7.1%
N#Cc1ccc(CN2CC3(CCN(C(=O)c4cc(C(F)(F)F)cc(C(F)(F)F)c4)CC3)C2)cc1	7.6%[11.4 µM]	.	-1.9%	-17.1%
CN(C)CCn1nnnc1SCC1=C(C(=O)O)N2C(=O)[C@@H](NC(=O)Cc3csc(N)n3)[C@@H]2SC1	0.7%[25.6 µM]	5.2%[16.8 µM]	0.8%[20.6 µM]	11.2%[20.6 µM]
CCOc1ccc(NC(=O)Cn2c(=O)n(Cc3nc(-c4ccccc4)no3)c(=O)c3ccccc32)cc1	-1.9%	9.5%[10.9 µM]	-5.3%	-1.3%
Cc1ccc(Cl)cc1N1CCN(C(=O)c2ccc(C)c(-n3c(C)nc4cccnc43)c2)CC1	?	-7.2%[10.9 µM]	-14.9%	10.2%
COc1ccc(CNC(=O)C2CCN(S(=O)(=O)c3c(C)noc3/C=C/c3ccccc3F)CC2)cc1	0.4%	-12.6%[10.9 µM]	-3.5%	-13.3%
COc1ccc(C(=O)CC2(O)C(=O)N(Cc3cccc(C(F)(F)F)c3)c3ccccc32)cc1 (stereo not drawn)	?	-2.7%[10.9 µM]	0.8%	?
COc1c(C(=O)Nc2c(C)n(C)n(-c3ccccc3)c2=O)ccc2ccccc12	-0.1%	-9.8%	5.8%	4.2%
Cc1ccc(Cn2c(=N)n(CC(=O)c3ccc([N+](=O)[O-])cc3)c3ccccc32)cc1	.	.	?	-8.5%
Cc1cc(-c2nc3ncccc3o2)ccc1NC(=O)c1ccc(Br)cc1	0.3%	?	-2.7%	7.5%
Cc1cc(C)c2nc(SCC(=O)N3CCCCC3)c(C#N)cc2c1	-0.8%	-3.3%	2.4%	5.2%
O=C(NCCN1CCOCC1)c1ccc2c(c1)N(Cc1ccccc1F)C(=O)CS2	1.3%	7.1%	2.0%	4.6%
CCOC(=O)c1ccc(NC(=O)CSc2nnc(COc3ccccc3OC)n2CC)cc1	-0.2%	-8.4%	1.5%	-2.3%
COc1ccc(C(=O)Nc2nncs2)cc1S(=O)(=O)N1CC(c2ccccc2)CC1=O (stereo not drawn)	?	-14.4%	3.9%	-3.9%
CC(=O)Nc1c(C(=O)O)[nH]c2ccccc12	5.0%	.	-1.8%	7.8%
Oc1c(C(Nc2nc3ccccc3s2)c2ccco2)ccc2cccnc12 (stereo not drawn)	?	-34.3%[inhibitor]	0.5%	?
CCOc1ccc(NC(=O)CCCc2nnc3n(C)c(=O)c4sccc4n23)cc1	-0.1%	-7.0%[10.9 µM]	-4.6%	1.2%
COc1ccc2c(c1OC)C(=O)N(c1cccc(C)c1)C2=O	-1.6%	-7.2%	-12.2%	-3.4%
CC(=O)Oc1cccc(N2C(=O)C3C(C2=O)C2C=CC3C23CC3)c1 (stereo not drawn)	-0.9%	-1.7%	-5.7%	-1.2%
Cc1ccccc1NC(=O)CSc1nc2ccccc2c2nc(CCn3cncc3C)nn12	-0.4%	-4.7%[10.9 µM]	3.4%	?
COC(=O)C1CCN(C(=O)NC(C)(C)C)CC1	0.5%	-4.5%	4.1%	-4.3%
N#CC(C(=O)NCCc1ccccc1)c1nc2ccccc2nc1N1CCCCC1 (stereo not drawn)	0.8%	5.3%	3.3%	14.7%
O=C(NCC1c2ccccc2CCN1C(=O)CN1CCOCC1)C1CCCCC1 (stereo not drawn)	0.1%	-5.4%	-1.3%	5.5%
CCOc1cc(-c2nnc(SCC(=O)Nc3ccc(F)c(F)c3)nc2-c2ccc(OC)c(OCC)c2)ccc1OC	?	-9.9%[10.9 µM]	-1.7%	-7.8%
COc1ccc(O)c(CN2CCN(C/C=C/c3ccccc3)CC2)c1	1.0%	-14.7%	7.3%	-4.9%
O=C(Nc1nnc(-c2ccco2)s1)C1CCN(S(=O)(=O)c2ccc(Cl)cc2)CC1	3.7%	-6.6%	-10.6%	-9.4%
COc1ccccc1C1(O)CCN(CC(=O)Nc2c(C)nn(C)c2C)CC1	1.9%	4.8%	-3.5%	0.1%
COc1ccc(CNC(=O)CCC2N=C3c4ccccc4N=C(SCC(=O)NCCc4ccc(OC)c(OC)c4)N3C2=O)cc1 (stereo not drawn)	-2.4%	-6.9%[10.9 µM]	5.6%	1.0%
Cn1cccc1C1NC(=O)c2c(sc3c2CCC(C(C)(C)C)C3)N1 (stereo not drawn)	-3.4%	-9.6%	-2.7%	10.2%
CC1=C(C(=O)Nc2ccccc2C)C(c2ccc(C)o2)N2C(=O)CSC2=N1 (stereo not drawn)	3.3%	-0.7%	-8.9%	-9.5%
COC(=O)c1ccc(Cl)cc1NC(=O)NCc1c(-n2cccc2)sc2c1CCCC2	-2.2%	12.2%[10.9 µM]	6.6%	-0.4%
CC(C)C1C(=O)Nc2ccc(S(=O)(=O)NCc3ccc(Cl)cc3)cc21 (stereo not drawn)	?	-5.7%[10.9 µM]	-5.1%	11.0%
COc1ccc2nc(NC(=O)c3ccc(S(=O)(=O)N4CCCC(C)C4)cc3)sc2c1 (stereo not drawn)	-0.8%	-4.4%[10.9 µM]	-3.2%	4.5%
CC(=O)c1ccc(N2CCN(S(=O)(=O)c3cc(-c4noc(C)n4)ccc3C)CC2)cc1	-1.0%	?	2.0%	-1.1%
COC(=O)c1ccccc1NC(=O)Cn1ccnc1	0.2%	0.3%	-2.5%	4.0%
CCOC(=O)N1CCN(C(=O)c2ccc3nc4ccsc4c(=O)n3c2)CC1	-4.0%	6.2%	-2.1%	2.3%
COc1cc2ccccc2cc1C(=O)N1CCN(C)CC1	0.3%	11.2%	-7.2%	-1.4%
CC(C)(C)c1ccc(OCC(=O)O)c(Cl)c1	-0.1%[11.4 µM]	-7.7%[10.9 µM]	14.0%[9.22 µM]	4.5%[9.22 µM]
COc1ccc(C(=O)CCC(=O)Nc2ccc(F)cc2F)cc1	-0.3%	-3.5%[10.9 µM]	13.1%	1.1%
COc1cc(Cl)c(C)cc1NC(=O)c1ccc(CN2C(=O)CCn3nc(C)cc32)cc1	?	?	-5.4%	-26.9%
COc1cccc(N2CC(NC(=O)c3cc(Cl)ccc3OC)CC2=O)c1 (stereo not drawn)	-0.3%	-8.7%[10.9 µM]	4.4%	11.5%
CCOc1ccc(N2C(=O)c3cccnc3C2Nc2ccc(Cl)cc2)cc1 (stereo not drawn)	?	-15.0%	3.4%	6.7%
CCOC(=O)Cc1ccc(NC(=O)Nc2cc3c(cc2N2CCCCC2)n(C)c(=O)n3C)cc1	1.8%	-9.5%[10.9 µM]	14.2%	?
Cc1ccc(NC(=O)Cn2cnc3c(oc4ccccc43)c2=O)cc1	?	-19.2%[10.9 µM]	-11.0%	-13.0%

(list continues)
mol	IkB signaling	Imprint erasure	p53ts 32C tox	p53ts 39C tox
O=C(CN1C(=O)CSC1=O)Nc1ccc(F)c(F)c1F	-0.6%	-0.7%	-10.6%	0.8%
CCC[C@@H]1C[C@@]1(CCC)[C@@H](NP(=O)(c1ccccc1)c1ccccc1)c1ccc(C(=O)OC)cc1	.	-30.9%[inhibitor]	?	?
Cc1ccc2c(c1)C(O)(c1c(C)[nH]c3ccccc13)C(=O)N2 (stereo not drawn)	4.3%	-7.5%	1.1%	3.5%
Cc1ccccc1Cn1nnc(-c2ccc3c(c2)OCO3)n1	.	.	-11.6%	-1.1%
O=C1CC(c2cccs2)c2cc3c(cc2N1)OCO3 (stereo not drawn)	0.6%	-8.9%	-1.4%	3.1%
O=c1[nH]c(Nc2nc3ccccc3o2)nc2c1CCCC2	.	.	12.6µM*	?
Cc1nc(Oc2ccc(F)cc2Cl)c2oc3ccccc3c2n1	?	-10.0%[10.9 µM]	2.4%	0.3%
CCOc1ccc(/C=C/c2nc(C#N)c(NC(C)c3ccccc3)o2)cc1 (stereo not drawn)	?	-11.2%[10.9 µM]	1.2%	?
Cc1ccc2nc(CC(=O)c3ccc4ccccc4c3)c(=O)[nH]c2c1	11.4%[11.4 µM]	-13.8%[10.9 µM]	3.5%[9.22 µM]	2.3%[9.22 µM]
CCC(C)NC(=O)Cn1nc(C(F)(F)F)c2c1CCCC2 (stereo not drawn)	.	.	-0.5%	7.5%
CCOc1ccc2nc(N3CCCC(C(=O)N4CCN(CC)CC4)C3)sc2c1 (stereo not drawn)	-4.6%	-10.5%	-28.3%	-19.0%

Bioassay records from PubChem BioAssay.
